High-throughput results deposited in PubChem by National Center for Advancing Translational Sciences (NCATS).
TbPYK inhibitor: qHTS of Trypanosoma Brucei Inhibitors; Potency, µM (titrated, usually from 76.8 µM), inactives show at the highest dose activity, negative = inhibition, most hits filed as inhibitors; pyruvate kinase (Trypanosoma brucei), Q57TT1; 0.12% of 410,000 active; TbPYK enzyme, Kinase-Glo Plus ATP luminescence, 45 min; note: potency is the fitted concentration of half-maximal effect; nearly all actives have a fitted effect of over 50% in size
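TbPYK + substrate in 50 mM TEA pH 7.2, 100 mM KCl, 10 mM MgCl2, 0.05% BSA, 0.01% Tween-20; cpd pinned; ADP 130 uM final; 45 min RT; Kinase-Glo Plus 10 min; luminescence endpoint.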
AmpC detergent: qHTS Inhibitors of AmpC Beta-Lactamase (assay with detergent). Potency, µM (titrated, usually from 114 µM), for the others: at the top dose activity change, negative = inhibition, usual class: inhibitors. AmpC hydrolysis of nitrocefin, absorbance 480 nm, 0.01% Triton. AID 485294, 2010. 0.041% of 370,000 active;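 note: potency is the fitted concentration of half-maximal effect; 0% = no-compound wells and -100% = no-enzyme wells; nearly all actives have a fitted effect of over 25% in size; some results filed as inactive show a strong effect at the top dose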
Target sequence (P00811 whole entry, looked up): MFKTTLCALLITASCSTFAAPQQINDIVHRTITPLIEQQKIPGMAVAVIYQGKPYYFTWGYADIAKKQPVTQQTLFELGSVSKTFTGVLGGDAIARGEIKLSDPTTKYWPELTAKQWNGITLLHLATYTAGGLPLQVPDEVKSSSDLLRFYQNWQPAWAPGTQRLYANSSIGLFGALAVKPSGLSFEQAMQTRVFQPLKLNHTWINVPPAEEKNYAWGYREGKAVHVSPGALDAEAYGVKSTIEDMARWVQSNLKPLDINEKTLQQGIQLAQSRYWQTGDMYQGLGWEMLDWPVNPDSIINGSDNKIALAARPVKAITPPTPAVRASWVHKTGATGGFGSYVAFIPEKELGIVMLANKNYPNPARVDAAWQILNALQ
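AmpC (5.3 nM in the dispensed reagent) in 20 mM phosphate pH 7.0 with 0.01% (detergent screen) or 0.0001% Triton X-100 was preincubated with compounds for 15 min at room temperature. Nitrocefin was then added from an 800 uM solution, and hydrolysis was followed at 480 nm.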
LmPK inh: qHTS Assay for Inhibitors of Leishmania Mexicana Pyruvate Kinase (LmPK). Q27686. purified LmPK, Kinase-Glo ATP luminescence, 1 h. Potency, µM (top dose mostly 57.5 µM), for inactives: at the top dose activity change, negative = inhibition, actives largely listed as inhibitors. 0.37% of 290,000 active; note: potency is the fitted concentration of half-maximal effect
Target sequence (Q27686 whole entry, looked up): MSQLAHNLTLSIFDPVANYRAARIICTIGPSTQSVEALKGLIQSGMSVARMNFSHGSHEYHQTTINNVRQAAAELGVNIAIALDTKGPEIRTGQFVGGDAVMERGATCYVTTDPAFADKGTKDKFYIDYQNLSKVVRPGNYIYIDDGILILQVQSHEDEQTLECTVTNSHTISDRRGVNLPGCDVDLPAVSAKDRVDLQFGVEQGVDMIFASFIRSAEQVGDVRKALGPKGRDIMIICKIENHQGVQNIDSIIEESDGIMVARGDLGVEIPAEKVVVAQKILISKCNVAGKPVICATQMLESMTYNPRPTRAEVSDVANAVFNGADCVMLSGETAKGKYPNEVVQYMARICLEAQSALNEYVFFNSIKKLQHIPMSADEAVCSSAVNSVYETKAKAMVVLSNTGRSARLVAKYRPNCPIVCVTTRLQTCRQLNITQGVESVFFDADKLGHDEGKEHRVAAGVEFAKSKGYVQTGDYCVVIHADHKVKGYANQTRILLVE
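Purified LmPK (0.1 nM) with 0.5 mM PEP and 0.1 mM ADP in imidazole buffer pH 7.2 with MgCl2/KCl, 1 h at room temperature. ATP formed was read by luciferase luminescence and normalized to no-enzyme and uninhibited controls.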
HCMV antiviral: qHTS Assay for inhibitors of the human cytomegalovirus (HCMV); HFF cells, HCMV-luciferase reporter, 72 h; hits give low values; activity change, negative = inhibition, % at 57.5 µM; 4.5% of 410,000 active; AID 1259415, 2018; in the data active = activity change below about -60%; inconclusive = no clear call, values can overlap the other calls; inactive = above about -39%
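HFF cells seeded 16 h at 37C, treated with compounds, infected with luciferase-reporter HCMV at MOI 1 PFU/cell; luciferase read at 72 h post infection, normalized to buffer-only and Salinomycin controls.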
AMA1 RON2 block: qHTS for Inhibitors of AMA1-RON; Towards Development of Antimalarial Drug Lead: Primary Screen. AID 720542, 2013. 0.2% of 360,000 active. AlphaScreen AMA1-biotinylated RON2 peptide binding. Potency, µM (titrated, usually from 58.2 µM), without a hit: at the top dose activity change, negative = inhibition, hits mostly inhibitors;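 note: potency is the fitted concentration of half-maximal effect; 0% = vehicle wells and -100% = peptide control; nearly all actives have a fitted effect of over 45% in size; some results filed as inactive show a strong effect at the top dose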
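AMA1 (3D7) with his tag at 25 nM final met compounds first, then biotinylated RON2 peptide at 25 nM; detection used donor plus acceptor beads, 10 µg/mL apiece, read by AlphaScreen after 30 min at room temperature.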
HCV inhibitor: qHTS Assay for Inhibitors of Hepatitis C Virus (HCV). Huh7.5.1 HCVcc-Cre infection, luciferase reporter, 44 h. Potency, µM (top dose mostly 41.8 µM), for inactives: top-dose activity change, negative = inhibition, actives largely listed as inhibitors. 3.4% of 340,000 active. AID 651820, 2012; note: potency is the fitted concentration of half-maximal effect
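Infectious HCVcc-Cre (~0.5 moi) was added to cells just after compound, with cells seeded 4 h earlier at 1,000 per well. Luciferase activity after 44 h culture reported infection; substrate was incubated 15 min at room temperature before reading.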
AmpC no deterg: qHTS Inhibitors of AmpC Beta-Lactamase (assay without detergent). 0.52% of 330,000 active. AmpC nitrocefin hydrolysis, absorbance 480 nm, 0.0001% Triton. Potency, µM (series often up to 57.1 µM), inactives show at the highest dose activity change, negative = inhibition, most hits filed as inhibitors. AID 485341, 2010;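 note: potency is the fitted concentration of half-maximal effect; plate controls were no compound for no effect and no enzyme for full effect; nearly all actives have a fitted effect of over 20% in size; some results filed as inactive show a strong effect at the top dose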
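AmpC (5.3 nM in the dispensed reagent) in 20 mM phosphate pH 7.0 with 0.01% (detergent screen) or 0.0001% Triton X-100 was preincubated with compounds for 15 min at room temperature. Nitrocefin was then added from an 800 uM solution, and hydrolysis was followed at 480 nm.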
* marks the source's active call; other numbers are inactive results; ? = inconclusive; . = no result given; & = joins results of further samples; [ ] = dose if it differs, or a comment. Unless noted, calls come from the whole dose curve; as a rule, active = well fitted curve in the direction sought with a large enough effect; inconclusive = small, poorly fitted or top-dose-only effect, or another doubt; inactive = no such curve, though single readings can be large; an effect the other way counts as inactive or inconclusive. Unless noted, % is set by controls: 0 for no effect and ±100 for the full control effect.

Compound	HCMV antiviral	AmpC detergent	LmPK inh	AmpC no deterg	AMA1 RON2 block	TbPYK inhibitor	HCV inhibitor
CCC(C)N(C(=O)CSc1nnc(C)n1C)C1CCS(=O)(=O)C1 (stereo not drawn)	-19	?	.	-17%	-5%	-4%	14%
O=C(Cc1ccc(Cl)cc1)NC1CCS(=O)(=O)C1 (stereo not drawn)	-40	0%	-5%	-19%	17%	-5%	8%
CCOC(=O)/C(C#N)=C/c1cn(CCOc2ccc(OC)cc2)c2ccccc12	24	-9%	-1%	-25%	-9%	3%	?
COc1ccc2cc3cc(C(=O)NCc4ccc(C)cc4)oc3nc2c1	-21	-1%	.	.	.	-1%	.
COc1ccc(CNC(=O)c2cccc3c2C(=O)N(CC2CCCO2)C3)cc1 (stereo not drawn)	-34	-12%	4%	28%	12%	1%	-13%
Cc1cc(C)cc(-n2ncc3c2CCCC3NC(=O)CCCn2cncn2)c1 (stereo not drawn)	3	.	.	.	12%	-3%	-9%
CCCCCCCCN1C(=O)[C@H](CC(=O)NCc2ccccc2)C[C@@]2(C(=O)OC)CCCCC=C12	20	.	.	.	1%	6%	.
COC(=O)c1ccsc1NC(=O)c1ccc2c(c1)OCCO2	80	-5%	4%	-11%	-5%	2%	10%
COC(=O)[C@]12CCCCC=C1N(Cc1cccc3ccccc13)C(=O)[C@H](CC(=O)N1CCN(C(=O)C3CC3)CC1)C2	-13	.	.	.	-15%	7%	.
COC(=O)c1[nH]c2ccc(C)cc2c1NS(=O)(=O)c1ccc(F)c(C)c1	-12	9%	2%	13%	0%	-13%	?
CC1CCCCC1NC(=O)CN1C(=O)NC(C)(c2cccc(Br)c2)C1=O (stereo not drawn)	34	3%	.	-11%	0%	6%	8%
O=C(CCl)NC1(C(F)(F)F)C(=O)Nc2c1c(=O)[nH]c(=O)n2-c1ccccc1 (stereo not drawn)	-29	-4%	-7%	-5%	-4%	-2%	7%
CC(=O)c1ccc(NC(=O)C2CCN(S(=O)(=O)c3c(C)noc3/C=C/c3ccc(C)cc3)CC2)cc1	8	7%	.	.	.	-7%	.
COc1ccc(NS(=O)(=O)c2cccc(NC(=O)CNC(C)=O)c2)cc1	-26	?	-1%	-28%	24%	-7%	-8%
Cn1nnc2c(sc3nc(N4CCOCC4)c4c(c32)CCCC4)c1=O	.	?	0%	-6%	15%	16%	6%
CCOC(=O)c1c(-c2cccs2)csc1N	?	5%	1%	-31%	2%	-18%	-23%
CCOC(=O)C1CCN(C(=O)COC(=O)CNC(=O)c2ccc(C(C)(C)C)cc2)CC1	-27	.	.	135%[activator]	6%	-3%	12%
CN(C)S(=O)(=O)N1CCN(CC(=O)Nc2cc(Cl)ccc2Cl)CC1	26	-3%	1%	58%	-1%	1%	?
N#Cc1c(Oc2ccc3ccccc3c2)sc(C(=O)c2ccccc2)c1N	?	?	-1%	-20%	-4%	-4%	11%
CC(=O)OC(C)(C)/C=C/C(=O)C(C)(O)C1[C@H](O)C[C@@]2(C)C3CC=C4C(CC[C@@H](O)C4(C)C)[C@]3(CO)C(=O)C[C@]12C (stereo partly drawn)	-101*	-10%	-8%	13%	9%	-3%	?
CC(Nc1cccc2ccccc12)C(=O)N/N=C/c1ccccn1 (stereo not drawn)	43	1%	9%	-21%	8%	2%	6%
CNC(=S)N(Cc1ccco1)Cc1cc2cc(OC)c(OC)cc2[nH]c1=O	-20	9%	4%	0%	-4%	4%	2%
C=CS(=O)(=O)N(Cc1ccccc1)[C@H](CO)CC(C)C	1	.	.	.	-3%	4%	19%
O=C(O)c1[nH]nc2c1COc1ccccc1-2	4	?	2%	-31%	44%[activator]	3%	4%
CN1CCN(c2nc3c(c(=O)[nH]2)CCC3)CC1	4	?	4%	-13%	0%	1%	4%
CCCCCCSc1cccc(-c2nc3cc(C)ccn3c2NCc2ccccc2)c1	55	2%	.	11%	73%&-2%[activator]	-6%&-17%	-21%
Cc1ccc(S(=O)(=O)N(C)C)cc1NC(=S)N(C)C1CCN(C)CC1	-19	-2%	-2%	-1%	-1%	7%	8%
CN(C)CC1Oc2ccccc2OC1(O)c1ccccc1 (stereo not drawn)	-104*	0%	-5%	-48%	9%	-25%	?
Cc1c(NC(=O)Nc2ccc(F)cc2F)c(=O)n(-c2ccccc2)n1C	0	3%	-12%	46%	6%	3%	12%
CC(=O)C1=C(O)C(=O)N(CO)C1c1ccccc1F (stereo not drawn)	-13	?	4%	-17%	16%	1%	20%
COc1cc(S(=O)(=O)N2CCN(C(=O)c3ccco3)CC2)ccc1Cl	3	-5%	8%	27%	-7%	3%	9%
CC(C)(C)NC(=O)C(OC(=O)c1cccs1)c1ccc(C#N)cc1 (stereo not drawn)	17	1%	-6%	-1%	4%	2%	3%

Record cards, from the list above.
CN(C)CC1Oc2ccccc2OC1(O)c1ccccc1 (stereo not drawn) in the list: HCMV antiviral: -104*; AmpC detergent: 0%; LmPK inh: -5%; AmpC no deterg: -48%; AMA1 RON2 block: 9%; TbPYK inhibitor: -25%; HCV inhibitor: ?
CN1CCN(c2nc3c(c(=O)[nH]2)CCC3)CC1 in the list: HCMV antiviral: 4; AmpC detergent: ?; LmPK inh: 4%; AmpC no deterg: -13%; AMA1 RON2 block: 0%; TbPYK inhibitor: 1%; HCV inhibitor: 4%

Continuation:
Compound	HCMV antiviral	AmpC detergent	LmPK inh	AmpC no deterg	AMA1 RON2 block	TbPYK inhibitor	HCV inhibitor
CCOc1ccc(NC(=O)N2CCN(Cc3ccc4c(c3)OCO4)CC2)cc1	-22	8%	1%	3%	-14%	4%	-6%
COc1ccc(C2c3[nH]c4ccccc4c3C[C@H]3C(=O)N(c4ccccc4C(=O)NCCN4CCOCC4)C(=O)N23)cc1 (stereo partly drawn)	14	?	-7%	352%[activator]	-10%	0%	-15%
CC(=O)c1ccccc1NC(=O)COC(=O)c1ccc2c(c1)nc(C)n2-c1ccccc1	.	-1%	-1%	-17%	.	.	6%
CCOC(=O)c1cnn(-c2nc(SC)nc3sc4c(c23)CCC4)c1N	-39	1%	5%	-11%	-8%	-5%	21%
Cn1ncc2c(Nc3ccccc3Br)ncnc21	-15	-14%	-3%	-23%	0%	-3%	-10%
CCOC(=O)C1CCN(C(=O)Cn2c(=O)c3cccn3c3cccnc32)CC1	0	-10%	7%	51%	-5%	6%	11µM*
CC1CCN(S(=O)(=O)c2ccc(N3CCCCS3(=O)=O)cc2)CC1	-4	-1%	.	.	.	1%	.
O=C1C=CCC(/C=C/c2ccccc2)O1 (stereo not drawn)	?	-4%	0%	-12%	1%	0%	-6%[8.37 µM]
CCC(c1nnnn1-c1c(C)cccc1C)N1CCN(C/C=C/c2ccccc2)CC1 (stereo not drawn)	-68*	.	.	.	-24%	-1%	.
Cc1noc(C)c1CS(=O)(=O)Cc1ccc(Cl)cc1	-30	-4%	1%	-26%	-10%	-3%	5%
CN(c1ncc(C(F)(F)F)cc1Cl)n1cc(C(=O)O)c2ccccc2c1=O	26	-2%	-3%	-7%	?	-3%	7%
CCOc1ccc(NC(=O)C(=O)c2cc(C)n(-c3cc(C)cc(C)c3)c2C)cc1	-12	10%	.	.	.	-13%	.
CCN(CC)c1ccc(N2C(=O)C3CCCCC3C2=O)cc1[N+](=O)[O-] (stereo not drawn)	-4	-11%	2%	-11%	-3%	-2%	25%
CC(=O)Nc1ccc(NCc2cccs2)cc1	62	2%	1%	1%	0%	-1%	17%
COc1ccccc1N1CCN(C2CCCN(C(=O)c3csc(C)n3)C2)CC1 (stereo not drawn)	71	-5%	-1%	-2%	-16%	0%	17%
Cc1ccc(C)c(S(=O)(=O)Nc2ccc(C(=O)N3CCCCC3)cc2)c1	-32	1%	-7%	5%	-19%	-1%	11%
COc1cc2cc(CCCOC(=O)c3ccc4c(c3)OCO4)oc(=O)c2cc1OC	68	1%	.	108%[activator]	-7%	-2%	?
O=C(Cc1ccc(NC(=O)N2CCSc3ncccc32)cc1)NCCc1ccccc1	0	-9%	.	.	.	5%[15.4 µM]	.
Cc1cc(C)nc(NC(=O)Nc2ccccc2C(F)(F)F)n1	-62*	-6%	3%	24%	5%	0%	-3%
CC1CCC(NC(=O)c2cccc(S(=O)(=O)N3CCN(c4ccccc4)CC3)c2)CC1 (stereo not drawn)	-23	-14%	.	-10%	-8%	1%	0%
CCc1nnc(NS(=O)(=O)c2ccc(NC(=O)c3cc(Cl)ccc3[N+](=O)[O-])cc2)s1	-4	?	1%	-28%	9%	0%	1%
O=C(NCCCn1ccnc1)c1ccncc1	8	4%	4%	-11%	-15%	-1%	14%

Structural class, the entries above containing a thiophene ring, fused or not
Compound	HCMV antiviral	AmpC detergent	LmPK inh	AmpC no deterg	AMA1 RON2 block	TbPYK inhibitor	HCV inhibitor
COC(=O)c1ccsc1NC(=O)c1ccc2c(c1)OCCO2	80	-5%	4%	-11%	-5%	2%	10%
Cn1nnc2c(sc3nc(N4CCOCC4)c4c(c32)CCCC4)c1=O	.	?	0%	-6%	15%	16%	6%
CCOC(=O)c1c(-c2cccs2)csc1N	?	5%	1%	-31%	2%	-18%	-23%
N#Cc1c(Oc2ccc3ccccc3c2)sc(C(=O)c2ccccc2)c1N	?	?	-1%	-20%	-4%	-4%	11%
CC(C)(C)NC(=O)C(OC(=O)c1cccs1)c1ccc(C#N)cc1 (stereo not drawn)	17	1%	-6%	-1%	4%	2%	3%
CCOC(=O)c1cnn(-c2nc(SC)nc3sc4c(c23)CCC4)c1N	-39	1%	5%	-11%	-8%	-5%	21%
CC(=O)Nc1ccc(NCc2cccs2)cc1	62	2%	1%	1%	0%	-1%	17%
